High-throughput results deposited in PubChem BioAssay by several laboratories.
procasp7 counter = counter-screen for procaspase-3 activators: activators of human procaspase-7; P55210; recombinant procaspase-7, Ac-DEVD-pNA absorbance 405 nm; D23A/D198A/D206A triple mutant, cannot self-cleave; scale: DMSO 0, 5 µM enzyme 100; activation, % at 8.5 µM; actives 0.093% (n = 330,000); AID 463210;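 active means percent activation above the screen-wide mean plus 3 SD, cut at about 25% in these data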
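Detection: p-Nitroaniline absorbance at 405 nm, read at 0 and 120 min; system: Uncleavable procaspase-7 mutant enzyme; evaluation: % activation from two-timepoint absorbance difference, scaled to controls; times: 1 h enzyme–compound preincubation and 2 h substrate reaction, both 25 °C; buffer or medium: Zinc-free HEPES pH 7.4 with 300 mM NaCl, 0.01% Triton X-100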
GRK2 aptamer HTS = inhibitors of human GRK2 displacing RNA aptamer. P25098. inhibition of aptamer binding, % at 10 µM. actives 0.59% (n = 330,000). AID 488847. bead flow cytometry, FAM-aptamer displacement from GRK2;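 active means inhibition of aptamer binding above 40%, roughly 3 SD of noise, on plates passing a quality check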;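 further: median bead fluorescence of bound FAM aptamer so fluorescent compounds give negative values; no value below 0 was filed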
Target sequence (P25098 whole entry, looked up): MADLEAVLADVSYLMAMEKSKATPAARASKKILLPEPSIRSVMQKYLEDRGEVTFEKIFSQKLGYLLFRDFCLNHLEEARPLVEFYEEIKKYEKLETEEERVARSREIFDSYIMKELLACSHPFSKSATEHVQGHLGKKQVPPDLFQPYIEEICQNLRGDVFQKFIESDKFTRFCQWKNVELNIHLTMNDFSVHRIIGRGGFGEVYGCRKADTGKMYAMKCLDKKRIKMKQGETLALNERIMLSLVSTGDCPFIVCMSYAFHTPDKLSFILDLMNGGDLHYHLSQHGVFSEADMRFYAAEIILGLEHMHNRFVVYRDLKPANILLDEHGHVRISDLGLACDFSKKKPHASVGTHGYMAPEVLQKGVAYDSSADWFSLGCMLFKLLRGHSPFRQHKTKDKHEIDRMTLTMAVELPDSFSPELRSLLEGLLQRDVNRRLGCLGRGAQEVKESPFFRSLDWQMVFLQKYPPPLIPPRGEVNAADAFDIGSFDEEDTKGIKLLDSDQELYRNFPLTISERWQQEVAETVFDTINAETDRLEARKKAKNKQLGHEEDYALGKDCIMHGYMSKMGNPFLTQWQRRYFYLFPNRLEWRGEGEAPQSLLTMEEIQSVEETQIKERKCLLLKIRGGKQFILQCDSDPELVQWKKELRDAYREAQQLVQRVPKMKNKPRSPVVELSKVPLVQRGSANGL
CTSL1 counter = blocks F. hepatica cathepsin L1 in PFM18AAP counter-screen; recombinant F. hepatica cathepsin L1, Z-Leu-Arg-MCA fluorescence; inhibition, % at 5.96 µM; actives 0.49% (n = 300,000);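 active means inhibition above the mean of all tested compounds plus 3 SD, set per screening campaign, cut at about 17% in these data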;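 further: 0% = plate median of test compound wells and 100% = 1 µM Z-Phe-Ala-diazomethylketone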
proCasp3 act = procaspase-3 (human) activation | recombinant procaspase-3 D3A, Ac-DEVD-pNA absorbance 405 nm | AID 463141 | P42574 | activation, % at 8.5 µM | actives 0.11% (n = 330,000);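 active means activation above the mean of all tested compounds plus 3 SD, cut at about 21% in these data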;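 further: 0% = DMSO alone and 100% = DMSO wells spiked with extra 5 µM PC-3 D3A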
Target sequence (P42574 whole entry D9A/D28A/D175A): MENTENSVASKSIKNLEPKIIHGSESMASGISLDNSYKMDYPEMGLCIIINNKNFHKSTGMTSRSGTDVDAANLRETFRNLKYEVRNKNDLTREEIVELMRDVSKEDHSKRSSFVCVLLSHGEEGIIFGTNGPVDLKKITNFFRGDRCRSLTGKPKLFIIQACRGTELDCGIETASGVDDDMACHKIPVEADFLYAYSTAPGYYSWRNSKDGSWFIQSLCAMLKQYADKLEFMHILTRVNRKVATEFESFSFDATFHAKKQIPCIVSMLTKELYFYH
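Assay system: Autoprocessing-dead procaspase-3 D3A mutant enzyme; also added: Ac-DEVD-pNA; doses: one concentration, 8.5 µM nominal, 0.8% DMSO; times: 1 h compound preincubation, 2 h substrate hydrolysis at 25 °C; technique: 405 nm absorbance of p-nitroaniline, reads at 0 and 120 min; measure: % activation between DMSO and enzyme-spiked controls; repeats: single replicate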
JMJD2C inh = inhibitors of human GASC-1 (JMJD2C) demethylase; actives 0.069% (n = 330,000); AID 2099; GST-JMJD2C(1-420) H3K9me3 demethylation, DELFIA europium; inhibition, % at 2.35 µM; Q9H3R0;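 active means more than half of a compound's replicate wells show inhibition beyond 50%, single wells judged on their own value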;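 further: signal counts dimethyl H3K9 product captured on neutravidin plate; 0% = median of DMSO wells and 100% = 0.3 times that DMSO median; strong numbers were not always called active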
PP5 primary = blocks human protein phosphatase 5 activity; P53041; purified PP5c, OMFP substrate fluorescence; inhibition, % at 6.7 µM; actives 0.18% (n = 320,000); AID 1987;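 active means inhibition above the campaign's mean inhibition across all tested compounds plus 3 SD, cut at about 9.5% in these data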;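 further: 0% = DMSO only and 100% = 100 µM cantharidin control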
VLA-4 inh = inhibition in a human VLA-4 binding assay | P13612 | AID 2557 | VLA-4 expressing cells, ligand binding flow cytometry | inhibition, % (about 7 µM as worked out from the volumes in the protocol) | actives 0.2% (n = 330,000); in the data active means inhibition above about 50%
core dimer inh = blocks dimerization of HCV core protein. actives 0.33% (n = 300,000). inhibition, % at 5 µM. TR-FRET GST/Flag-core106 dimerization, 1536-well;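 active means inhibition above the mean of all tested compounds plus 3 SD, set per screening campaign, cut at about 45% in these data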
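System: GST-tagged and Flag-tagged HCV core protein residues 1-106 / Input: core106 proteins, GST 13.5 nM and Flag 17 nM / Buffer or medium: KF-containing HEPES buffer, pH 7.45, DTT, CHAPS, BSA / Probe or stimulus: Eu-anti-GST and XL665-anti-Flag labelled anti-tag antibodies / Schedule: 4 h, 22.5 °C incubation / Technique: TR-FRET 671 and 617 nm emission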
PP1 inh = blocks human PP1-alpha phosphatase, a PP5 counter-screen; purified PP1alpha, OMFP fluorescence; inhibition, % at 6.7 µM; actives 0.9% (n = 320,000); AID 2235;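 active means inhibition above the mean inhibition of all tested compounds plus 3 SD, computed separately for each screening campaign, cut at about 15% in these data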
Active calls of the source: *; / = not tested or not shown.

SMILES	procasp7 counter	GRK2 aptamer HTS	CTSL1 counter	proCasp3 act	JMJD2C inh	PP5 primary	VLA-4 inh	core dimer inh	PP1 inh
S=C(NCCCc1ccccc1)Nc1ccc(Cl)cc1	-4	0	-2	-2	1	6.6	33	-5	0
Cc1ccc(S(=O)(=O)NC(C(=O)Oc2ccc3c(C(F)(F)F)cc(=O)oc3c2)c2ccccc2)cc1 (centres undefined)	4	2	-2	14	3	-1.3	2	0	0
OC(CN1CCOCC1)Cn1cnc2ccccc21 (centres undefined)	-2	0	-4	-8	8	0.8	11	-1	-1
O=C1Nc2ccc(C(F)(F)F)cc2N2CCCC12 (centres undefined)	-10	0	13	6	-17	6.5	-12	8	4
COC(=O)c1c(NC(=O)C(C)(C)C)csc1C	2	1	-1	0	18	-1.2	24	3	-6
Cc1ccc(C(=O)NC(C)c2ccc(-n3ccnc3)cc2)cc1 (centres undefined)	0	0	1	7	-11	1.5	7	-4	0
CCN(CC)c1ccc(/C=N/NC(=O)c2ccco2)cc1	7	0	5	-2	3	-1.1	8	-21	4
COc1ccccc1NC(=O)c1ccccc1NS(=O)(=O)N1CCCC1	10	2	3	10	0	2.3	4	2	2
CC(C)c1ccc(S(=O)(=O)N2CCN(C(=O)Cc3ccsc3)CC2)cc1	5	0	1	-4	35	1.4	11	0	2
CCCn1c(SC/C(O)=C(\C#N)c2nc3ccccc3[nH]2)n[nH]c1=O	6	0	2	0	-2	-1.5	0	8	-4
COc1ccc2c(c1OC)C(=O)O[C@@H]2[C@H]1c2c(cc3c(c2OC)OCO3)CCN1C	0	1	-3	16	5	7.5	-5	-4	1
CC1CCCCN1C(=O)COc1ccc(S(=O)(=O)N2CCCC2)cc1[N+](=O)[O-] (centres undefined)	-13	3	/	3	7	-0.3	-4	/	-3
COc1ccc(CCNC(=O)CSc2nc3ccsc3c(=O)n2CC2CCC(C(=O)O)CC2)cc1OC (centres undefined)	1	1	1	9	-10	0.4	-2	0	0
CN(C(=O)C1CCOC1)c1nnc(-c2cccnc2)s1 (centres undefined)	4	3	0	11	2	-1.5	21	-1	1
Cn1c(=O)c2c(nc(CN3CCN(c4ccccc4)CC3)n2CCc2ccccc2)n(C)c1=O	-2	0	-3	-14	-10	4.9	19	17	1
COc1ccc(C(=O)Nc2ccc3ccccc3c2)c(OC)c1	3	1	4	6	5	3.9	12	3	-3
COc1ccc(-c2nnc(N3CCC(C)CC3)c3ccccc23)cc1	12	2	0	8	-6	2.9	10	-3	-2
CNS(=O)(=O)c1ccc(CCC(=O)N2CCN(c3ccccc3OC)CC2)cc1	7	2	-4	16	3	0.8	4	4	-1
Cc1c(Cl)ccc(S(=O)(=O)NCCCn2ccnc2)c1Cl	-3	0	-7	3	1	4.4	1	-1	-2
CCOC(=O)c1[nH]c2ccc(Br)cc2c1NC(=O)CCN1CCCC(C)(C)C1	3	0	1	4	1	1.3	10	-6	-4
O=S(=O)(NC1CCCCC1)c1cccc2nsnc12	5	0	2	-4	0	-0.7	10	1	-1
C=C(C)c1cccc(C(C)(C)NC(=O)NC2CCN(Cc3ccccc3)CC2)c1	5	8	-3	5	-1	1.0	7	-3	-4
CCCCCCC#Cc1cncc(C(=O)NNC(=O)Nc2cc(Cl)cc(Cl)c2)c1	1	1	-2	5	-5	-1.5	1	2	1
COc1ccc(-n2c(Cc3cccn3C)nnc2SCC(=O)Nc2cc(Cl)ccc2OC)cc1	-2	0	1	10	-6	-0.8	-11	6	-1
Cc1ccc2c(c1)Cc1nc3ccccc3nc1-2	3	6	-2	0	-14	0.9	-4	1	0
COc1ccccc1CNC(=O)C(=O)NCC1OCCCN1S(=O)(=O)c1ccc(F)cc1C (centres undefined)	5	2	-1	6	-1	1.3	5	-2	1
c1ccc(-c2ncnc3nc4n(c23)CCC4)cc1	-1	2	3	3	-4	-0.3	10	-2	-2
CC(C)(C)c1csc(NC(=O)CCc2ccccc2)n1	-1	1	-7	-3	6	0.5	2	7	6
CCOc1cc(/C=C2\N=C(SC)SC2=O)cc([N+](=O)[O-])c1OC(C)=O	-25	2	6	-12	4	2.0	18	-8	2
O=C1NCCC/C1=N/Nc1cc(F)ccc1F	5	0	-3	-5	-7	1.9	22	6	-8
CCOc1ccc(S(=O)(=O)N(CC)CC(=O)NCc2ccncc2)cc1	6	4	-2	-3	-2	1.9	2	-5	-5
COc1ccnc(Oc2ccccc2)n1	-1	0	-1	7	-1	-0.5	3	-2	-1
CC(=O)Nc1ccc(S(=O)(=O)N(C)CC(=O)Nc2ccc(F)c(F)c2F)cc1	2	0	/	11	11	0.2	-8	/	-2
CCCCc1ccc(NC(=O)CSC2=NN3CCCC(=O)N=C3S2)cc1	1	0	6	-4	7	-0.9	-7	8	2
CC(C)(O)C#Cc1ccc(CN2CCN(CCc3ccccc3)C(CCO)C2)s1 (centres undefined)	12	0	1	-3	17	-0.1	2	5	-4
COC(=O)Cn1c(=O)c(C)nc2ccccc21	2	1	-1	3	-7	0.6	3	-7	-1
CCN(CC)S(=O)(=O)c1ccc(NC(=O)COC(=O)c2cc(S(=O)(=O)Nc3ccc(OC)cc3)ccc2O)cc1	-2	1	4	-1	-8	0.4	1	7	6
O=C(Nc1ccccc1C(=O)OC1CCOC1=O)c1ccco1 (centres undefined)	0	0	0	12	2	-1.0	-8	0	-1
CC(=O)Nc1ccc(NC(=O)c2c(-c3ccccc3Cl)noc2C)c(C)c1	-1	0	3	-6	6	-0.8	4	-11	1
COCCSc1ccccc1C(=O)Nc1ccc(Cl)cc1	3	0	6	-9	-4	-7.7	2	1	-2
O=C(c1csc2c1CCCCC2)N1CCN(c2ncccn2)CC1	6	1	-3	-2	4	0.1	11	-2	-2
C=CCNC(=O)CC(=O)N/N=C/c1cccc(C)c1	-2	0	0	-4	6	1.8	-4	-12	-3
O=C(CSc1oc(-c2ccccc2)nc1S(=O)(=O)c1ccccc1)NCC1CCCO1 (centres undefined)	5	0	1	-7	-1	4.1	6	1	-4
CC1(C(=O)NC2CCCC2)CCC(=O)N1Cc1cccs1 (centres undefined)	0	0	5	5	2	2.4	21	1	-1
CCN(CC(=O)Nc1c(F)cccc1F)C(=O)C1CC(=O)N(CCc2ccccc2)C1 (centres undefined)	9	0	0	-1	18	-1.3	-2	0	-8
Cc1ccc(S(=O)(=O)N(C)/N=C2/C(=O)N(CC(=O)O)c3ccccc32)cc1	8	2	3	-5	-5	1.3	17	3	1
Cc1ccccc1CN(C)C(=O)c1ccc2ccccc2n1	-4	2	1	-1	5	0.6	-4	2	-2
O=C(NCC1CCCO1)c1cn(Cc2ccccc2)nc1-c1ccccc1 (centres undefined)	7	5	/	0	/	-1.6	11	/	-3

Shown in CSV form: entries from further up
canonical_smiles,procasp7 counter,GRK2 aptamer HTS,CTSL1 counter,proCasp3 act,JMJD2C inh,PP5 primary,VLA-4 inh,core dimer inh,PP1 inh
O=C(c1csc2c1CCCCC2)N1CCN(c2ncccn2)CC1,6,1,-3,-2,4,0.1,11,-2,-2
C=CCNC(=O)CC(=O)N/N=C/c1cccc(C)c1,-2,0,0,-4,6,1.8,-4,-12,-3
O=C(CSc1oc(-c2ccccc2)nc1S(=O)(=O)c1ccccc1)NCC1CCCO1 (centres undefined),5,0,1,-7,-1,4.1,6,1,-4
CC1(C(=O)NC2CCCC2)CCC(=O)N1Cc1cccs1 (centres undefined),0,0,5,5,2,2.4,21,1,-1
CCN(CC(=O)Nc1c(F)cccc1F)C(=O)C1CC(=O)N(CCc2ccccc2)C1 (centres undefined),9,0,0,-1,18,-1.3,-2,0,-8

Continuation.
SMILES	procasp7 counter	GRK2 aptamer HTS	CTSL1 counter	proCasp3 act	JMJD2C inh	PP5 primary	VLA-4 inh	core dimer inh	PP1 inh
COc1ccc(S(=O)(=O)N2CCCCC2)cc1NC(=O)COc1ccccc1	7	2	-1	-8	1	3.8	-8	8	-5
C=CCn1c(O)c(N=NC(=S)Nc2ccc(OC)cc2)c2ccccc21	-3	2	11	10	5	7.0	-7	0	9
CC(CCc1ccco1)NC(=O)CCc1nnc2ccc(NCc3ccccc3)nn12 (centres undefined)	0	1	-1	1	-3	-1.2	8	4	1
O=C(N/N=C/c1cccnc1)c1ccco1	3	0	1	5	6	4.4	-4	1	1
COc1cc(OC)cc(C2C(C#N)=C(N)Oc3n[nH]c(-c4cccnc4)c32)c1 (centres undefined)	-1	0	3	2	1	2.2	2	2	-2
Oc1ccccc1C=Nc1ccccc1-c1nc2ccccc2[nH]1	3	1	0	-9	6	0.8	-9	-3	3
CN(C)c1nc(NCc2ccccc2)nc(SCC(N)=O)n1	-10	2	6	-8	-18	-9.1	-7	-6	-10
O=C(O)/C=C/c1cccc2c1OCCO2	3	0	5	12	-1	-0.2	-2	-3	7
COc1cc(/C=C/C(=O)OCC(=O)NCCCc2ccccc2)cc(OC)c1OC	5	0	/	-9	-10	/	3	/	/
CN(CC(=O)Nc1cccc(F)c1)C(=O)c1ccc(N2C(=O)c3ccccc3C2=O)cc1	7	0	/	-3	-15	1.4	-6	/	0
COc1cc(C(=O)NCCc2ccc3c(c2)OCCO3)ccc1OCC(=O)N1CCOCC1	8	0	-2	6	21	-2.6	25	5	-2
CC1CCCC(C)N1/N=C/c1ccc(Cl)cc1 (centres undefined)	17	2	-1	1	1	-0.3	10	-5	-1
O=C(Cc1ccc(F)cc1)Nc1nnc(SCC(=O)N2CCCCC2)s1	6	0	0	8	-1	0.6	0	-1	-1
O=C(COc1cccc2cccnc12)NCC(F)(F)F	-13	0	-2	-3	20	0.6	4	13	1
CC(=O)c1cccc(NC(=S)NC(=O)c2ccccc2C)c1	-4	4	-1	11	-18	0.4	-13	-2	2
Fc1ccc(-c2ccc(-c3nn4c(-c5ccco5)nnc4s3)o2)cc1	-2	0	8	-1	-2	-0.3	-18	24	4
CC(C)(C)CN1CCNC(=O)C1CC(=O)NC1Cc2ccccc2C1 (centres undefined)	-4	2	0	1	-1	1.8	-3	1	-1
O=C(O)c1cccc(Nc2nc3ccccc3nc2NS(=O)(=O)c2ccc(F)cc2)c1	-3	4	/	-2	4	/	9	/	/
Clc1ccc(C2=CSC3=Nc4cccc5cccc(c45)N23)cc1	-7	3	0	-2	6	1.3	-58	11	7
Cc1ccc(CS(=O)(=O)Cc2ccc(C(=O)NCc3ccccn3)o2)cc1	-8	0	1	3	2	-2.1	16	2	-3
O=C(CN1C(=O)NC2(CCCC2)C1=O)Nc1cc(Cl)ccc1N1CCCC1	5	0	2	-8	16	1.1	10	-7	-6
COc1cccc(OC)c1C(=O)Nc1ccc2c(c1)OCCO2	-2	0	0	8	2	0.7	-7	-3	0
